# Compound activity deposited in PubChem by National Center for Advancing Translational Sciences (NCATS).
# RECQ1 inh – qHTS Assay for Inhibitors of RecQ-Like Dna Helicase 1 (RECQ1); hit rate 0.54% among 240,000; RECQ1 DNA unwinding, red fluorescence kinetic read; ATP-dependent DNA helicase Q1 (Homo sapiens), P46063; Potency, µM (series often up to 57.3 µM), inactives show top-dose activity, negative = inhibition, actives largely listed as inhibitors;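 further: plate controls were vehicle for no effect and no enzyme for full effect; nearly all actives have a fitted effect of over 30% in size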
#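 50 nM RECQ1T1 preincubated 15 min with compound in Tris pH 8.0 buffer with MgCl2, DTT, Tween-20 and 2.5 ug/ml poly(dI-dC); started with 200 nM TAMRA/BHQ-2 forked duplex and 2 mM ATP. Unwinding read as fluorescence (525/598 nm), two reads 2 h apart.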
# IMPase Li cell – qHTS Assay for Identifying the Cell-Membrane Permeable IMPase Inhibitors: Potentiation with Lithium; CHO-M1 cells, IP1 TR-FRET (IP-One), carbachol + lithium; Potency, µM (doses to about 59.4 µM), for the others: at the highest dose activity, negative = IMPase inhibition, actives largely listed as inhibitors; hit rate 0.35% among 210,000; AID 1457, 2008;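 further: IP1 builds up when IMPase is blocked and the TR-FRET signal falls; plate controls were basal vehicle for no effect and high inhibitor control for full effect; nearly all actives have a fitted effect of over 50% in size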
#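 Test compounds were applied to CHO-M1 cells previously cultured for 16–30 h at 2000 per well. A small lithium amount accompanied them; after 30 min at 37C, IP1 was quantified by TR-FRET.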
# SMN2 splice up – qHTS Assay for Enhancers of SMN2 Splice Variant Expression; HEK293 SMN2-luciferase splicing reporter, luminescence, 30-36 h; Potency, µM (doses to about 46.1 µM), without a hit: at the highest dose activity change, positive = activation, most hits filed as activators; hit rate 2.8% among 210,000; AID 1458, 2008; further: % of control where 0% means no effect; nearly all actives have a fitted effect of over 55% in size
#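 HEK293 cells carry an SMN2 […]–luciferase reporter in which exon 7 inclusion puts luciferase in frame. Cells were plated 10-12 h before compound addition, then incubated 30-36 h at 37C. ONE-Glo luminescence was read; sodium butyrate at 4.5 mM final served as control.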
# Epigenetic reg – Quantitative High-Throughput Screen for Regulators of Epigenetic Control | Potency, µM (series often up to 53.9 µM), inactives show at the top dose GFP activation, usual class: activators | murine LDR cells, GFP reporter derepression, 30 h | hit rate 0.2% among 280,000 | AID 1865, 2009; further: % of control where 0% means no effect; nearly all actives have a fitted effect of over 60% in size
#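 Murine LDR cells bearing a silenced CMV-driven GFP reporter were exposed to compound for 30 h at 37 C. After PBS washes, GFP-positive cells (20-120 um objects) counted by laser-scanning microplate cytometry.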
# NPSR antagonist – qHTS Assay for Antagonists of the Neuropeptide S Receptor: cAMP Signal Transduction; Q6W5P4; CHO-NPSR cells, cAMP TR-FRET, antagonist mode; Potency, µM (highest dose often 38.3 µM), for inactives: top-dose activity change, negative = inhibition, hits mostly inhibitors; hit rate 1% among 220,000; AID 1461, 2008; further: on the % scale 0 is the no-effect control and ±100 the full control effect; nearly all actives have a fitted effect of over 50% in size; many of its hits are not listed in these tables
# Target sequence (Q6W5P4 whole entry, looked up): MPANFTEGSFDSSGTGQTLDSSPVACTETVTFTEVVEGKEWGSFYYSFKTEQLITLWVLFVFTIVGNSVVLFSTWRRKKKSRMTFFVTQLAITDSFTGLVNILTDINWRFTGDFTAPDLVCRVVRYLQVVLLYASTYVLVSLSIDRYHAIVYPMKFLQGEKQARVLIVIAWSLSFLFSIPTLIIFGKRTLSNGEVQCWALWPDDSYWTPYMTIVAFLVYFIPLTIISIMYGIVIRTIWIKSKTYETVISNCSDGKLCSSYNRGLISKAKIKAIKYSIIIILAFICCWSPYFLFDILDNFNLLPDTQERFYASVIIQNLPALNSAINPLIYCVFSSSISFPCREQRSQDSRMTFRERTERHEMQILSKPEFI
# Luc counter – Counterscreen for Luciferase (Kinase-Glo TM) Inhibition. Luciferin 4-monooxygenase (Photuris pensylvanica), Q27757. Kinase-Glo luciferase, ATP luminescence, 8 min. Potency, µM (highest dose often 38.3 µM), for inactives: top-dose activity change, negative = inhibition, most hits filed as inhibitors. hit rate 0.28% among 200,000. AID 1379, 2008; further: on the % scale 0 is the no-effect control and ±100 the full control effect; nearly all actives have a fitted effect of over 60% in size
#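 Luminescence was the read-out, taken after 8-minute incubation at ambient temperature. Luciferase turned over luciferin with 10 uM ATP in imidazole pH 7.2 buffer containing KCl, MgCl2, Tween 20 and BSA.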
# JMJD2E inh – qHTS Assay for Inhibitors of Human Jumonji Domain Containing 2E (JMJD2E) | JMJD2E catalytic domain, FDH-coupled NADH fluorescence (FDH is formaldehyde dehydrogenase) | hit rate 1.6% among 230,000 | Potency, µM (highest dose often 57.1 µM), without a hit: top-dose activity change, negative = inhibition, actives largely listed as inhibitors | AID 2147, 2009; active means well fitted inhibition curve with a large enough effect, not every such curve was filed as active; inconclusive means small, poorly fitted or top-dose-only effect, or another doubt; inactive means no such curve, though single readings can be large or run the other way;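 further: 0% = wells with enzyme and -100% = buffer wells without enzyme; nearly all actives have a fitted effect of over 50% in size; many of its hits are not listed in these tables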
# Target sequence (B2RXH2 1-337 limits assumed): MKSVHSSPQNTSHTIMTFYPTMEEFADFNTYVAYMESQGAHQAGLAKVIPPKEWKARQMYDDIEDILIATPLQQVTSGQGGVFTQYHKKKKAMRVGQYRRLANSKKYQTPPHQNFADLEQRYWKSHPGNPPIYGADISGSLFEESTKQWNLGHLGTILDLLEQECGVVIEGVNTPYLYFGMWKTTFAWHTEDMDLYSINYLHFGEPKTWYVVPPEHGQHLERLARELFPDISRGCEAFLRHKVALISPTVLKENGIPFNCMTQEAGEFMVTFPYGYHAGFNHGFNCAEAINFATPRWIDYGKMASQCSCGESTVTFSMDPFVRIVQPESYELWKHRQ
# GoLoco inh red – qHTS Assay for Inhibitors of RGS12 GoLoco Motif Activity (Red Fluorophore) | Guanine nucleotide-binding protein G(i) subunit alpha-1 (Homo sapiens), P63096 | Gai1:RGS12 GoLoco peptide FP, rhodamine, 10 min | Potency, µM (top dose mostly 61.6 µM), without a hit: at the top dose activity, negative = inhibition, most hits filed as inhibitors | hit rate 0.44% among 230,000 | AID 880, 2007; active means well fitted inhibition curve with a large enough effect, not every such curve was filed as active; inactive means no such curve, though single readings can be large or run the other way; further: on the % scale 0 is the no-effect control and ±100 the full control effect; nearly all actives have a fitted effect of over 30% in size; many of its hits are not listed in these tables
# Target sequence (P63096 whole entry, looked up): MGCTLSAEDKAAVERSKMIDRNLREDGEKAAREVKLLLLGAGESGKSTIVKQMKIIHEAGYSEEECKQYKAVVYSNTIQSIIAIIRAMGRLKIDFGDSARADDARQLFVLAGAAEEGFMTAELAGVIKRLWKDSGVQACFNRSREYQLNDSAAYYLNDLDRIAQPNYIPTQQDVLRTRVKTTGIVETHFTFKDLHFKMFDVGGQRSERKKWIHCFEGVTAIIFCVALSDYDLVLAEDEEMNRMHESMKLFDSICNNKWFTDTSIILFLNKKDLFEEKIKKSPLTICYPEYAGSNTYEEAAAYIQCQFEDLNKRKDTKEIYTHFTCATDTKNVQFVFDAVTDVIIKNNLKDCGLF
# Starred values were filed as active, the others as inactive; i = inactive; ? = inconclusive; . = no result given; & = joins results of further samples; [ ] = another dose, or the depositor's remark. Unless noted, the call rests on the fitted dose curve; in most records, active means well fitted curve in the direction sought with a large enough effect; inconclusive means small, poorly fitted or top-dose-only effect, or another doubt; inactive means no such curve, though single readings can be large; an effect the other way counts as inactive or inconclusive. Potency means the concentration at half of the fitted maximal effect. The list is partial. The share of hits here may be higher or lower than overall.
SMILES,RECQ1 inh,IMPase Li cell,SMN2 splice up,Epigenetic reg,NPSR antagonist,Luc counter,JMJD2E inh,GoLoco inh red
NNC(=O)c1ccc(Oc2cc(Cl)cc(Cl)c2)o1,i,.,.,1.1%,-11%,.,-6%,4%
COc1ccccc1CC(=O)Nc1cccc(C(=O)Nc2nccs2)c1,-7%,.,.,1.0%,1%,.,?,-2%
COCCOC(=O)C1=C(C)OC(N)=C(C#N)C1c1ccc2c(c1)OCO2 (stereo not given),9%,36%[activator][38.3 µM],24%,0.9%,5%[46.1 µM],0%,?,51%[activator]
Cc1ccn2c(C(=O)NN=C3CCCCCCC3)c(C)nc2c1,i,5%,5%,-4.2%,13%,0%,51%[activator],14%
O=C(O)C1(P(=O)(c2ccc(Cl)cc2)c2ccc(Cl)cc2)CC1,i,-1%,1%,-1.6%,5%,-7%,2%,9%
Cc1nnsc1-c1nnc(SCC(=O)c2ccc(F)cc2)n1C1CC1,-4%,.,.,0.1%,16%,.,-26%,3%
COc1ccc(S(=O)(=O)N2CCN(C(=O)NC3CCCCC3)CC2)cc1OC,-3%,-1%[38.3 µM],-6%,-1.1%,10%[46.1 µM],-4%,-4%,-7%
CN(C(=S)NC(=O)CCCOc1ccc(Cl)cc1Cl)c1ccccc1,1%,48%[activator][38.3 µM],?,-0.1%,-8%[46.1 µM],5%,0%,-14%
COc1ccc(NC(=O)C2C3C=CC(C3)C2C(=O)O)cc1 (stereo not given),-3%,.,.,1.0%,13%,.,-2%,3%
CCN(CC)S(=O)(=O)c1ccc(N(C)C)c(NC(=O)C2CCCC2)c1,-3%,.,.,0.2%,-14%,.,6%,3%
CC(C)C[C@H](NC(=O)N1CCCCCC1)C(=O)O,1%,.,.,8.0%,20%,.,3%,7%
CC(C)c1ccc(CC(NC(=O)c2ccccc2)C(=O)NCC(=O)O)cc1 (stereo not given),-2%,5%,6%,-0.4%,18%,0%,-6%,-3%
O=[N+]([O-])c1cn(-c2nc(-c3ccco3)cc(C(F)(F)F)n2)cn1,i,-2%[38.3 µM],4%,-4.8%,11%[46.1 µM],-5%,5%,11%
C=CCOc1ccc(CNc2ccc3[nH]c(=O)[nH]c3c2)cc1,-11%,-8%,.,1.0%,-6%,-5%,?,18%
C/C(=N\NC(=O)CSCc1ccc([N+](=O)[O-])cc1)c1ccccc1O,-4%,1%,4%,-1.1%,-3%,-3%,25µM*,4%
COc1c(C(=O)Nc2c(C)n(C)n(-c3ccccc3)c2=O)ccc2ccccc12,-10%,23%[38.3 µM],-6%,0.0%,1%[46.1 µM],-2%,3%,10%
Cc1csc(NC(=O)c2cn3ccccc3n2)n1,-1%,-9%,0.63µM*,0.1%,-3%,10µM*,63%[activator],9%
CN(C)CCn1nnnc1SCC1=C(C(=O)O)N2C(=O)[C@@H](NC(=O)Cc3csc(N)n3)[C@@H]2SC1,-9%[25.9 µM],-1%,8%[20.6 µM],-1.1%[16.9 µM],.,1%[17.1 µM],-10%[25.5 µM],3%[21.6 µM]
N#Cc1ccc(CN2CC3(CCN(C(=O)c4cc(C(F)(F)F)cc(C(F)(F)F)c4)CC3)C2)cc1,-10%,9%,-50%[inhibitor],.,.,0%,.,3%
O=[N+]([O-])c1cccc(-n2nnnc2CN2CCCCCC2)c1,-1%,-4%,-14%,-0.9%,-1%[46.1 µM],4%,-1%,5%

# A section from the list above, as a working copy:
SMILES,RECQ1 inh,IMPase Li cell,SMN2 splice up,Epigenetic reg,NPSR antagonist,Luc counter,JMJD2E inh,GoLoco inh red
N#Cc1ccc(CN2CC3(CCN(C(=O)c4cc(C(F)(F)F)cc(C(F)(F)F)c4)CC3)C2)cc1,-10%,9%,-50%[inhibitor],.,.,0%,.,3%
O=[N+]([O-])c1cccc(-n2nnnc2CN2CCCCCC2)c1,-1%,-4%,-14%,-0.9%,-1%[46.1 µM],4%,-1%,5%

# More structures.
SMILES,RECQ1 inh,IMPase Li cell,SMN2 splice up,Epigenetic reg,NPSR antagonist,Luc counter,JMJD2E inh,GoLoco inh red
O=Cc1cn(CCC(=O)O)nc1-c1cccc2ccccc12,-7%,13%,.,0.0%,-1%,-3%,3%,7%
Cc1[nH]nc2c1C(c1cnn(C)c1)C(C#N)=C(N)O2 (stereo not given),1%,11%,2%,1.3%,11%,0%,0%,1%
COC(=O)c1cc(C#N)c(Oc2ccc(OC)cc2)nc1C,-18%,-9%[38.3 µM],1%,-2.3%,-7%[46.1 µM],-8%,-1%,5%
CC(=O)Nc1cccc(NC(=O)CSc2nc3ccccc3o2)c1,-7%,-5%,15%,-9.5%,15%,-1%,-5%,-21%
Cc1cc(C)nc(N2C(=O)CC(Cc3ccccc3)C2=O)n1 (stereo not given),-3%,3%[38.3 µM],-19%,-5.7%,14%[46.1 µM],-6%,-1%,6%
Cc1ccc(C(=O)Nc2ccc(S(=O)(=O)NCc3ccco3)cc2)cc1,-3%,-15%[38.3 µM],-17%,3.6%,-12%[46.1 µM],19%,?,15%
C=CCNC1=C(Cl)C(=O)N(c2cccc(Cl)c2Cl)C1=O,i,6%[38.3 µM],4%,-2.1%,-14%[46.1 µM],-3%,-12%,0%
Cc1nn(Cc2ccccc2)c(Cl)c1/C=C/C(=O)OC(C(=O)NC(N)=O)C(C)C (stereo not given),-1%,33%[activator],-2%,-2.9%,-40%,-1%,3%,2%
O=C(CCN1CCCCC1)Nc1cccc(Cl)c1,7%,1%[38.3 µM],5%,-0.7%,-3%[46.1 µM],-2%,-4%,-16%
CCCOc1ccc(/C(O)=C2/C(=O)C(=O)N(CCCOC)C2c2ccncc2)cc1 (stereo not given),-2%,-24%[38.3 µM],10%,-11%,20%[46.1 µM],2%,-19%,0%
CCCCn1c(=N)n(CCOc2ccc(C)cc2)c2ccccc21,-2%,-7%,-37%[inhibitor],13%,-17%,2%,1%,8%
CCCc1cc(=O)[nH]c(SCC(=O)c2cc(C)n(CCC)c2C)n1,-9%,.,.,-1.0%,-14%[46.1 µM],.,?,.
COc1ccc(NC(=O)c2ccc3ccccc3n2)cc1S(=O)(=O)Nc1ccccc1Cl,14%,-3%,-6%,0.0%,4%,0%,-5%,5%
CC1CC(C)CN(c2oc(-c3ccco3)nc2C#N)C1 (stereo not given),i,6%,-1%,-1.0%,-25%,-1%,-1%,4%
Oc1ccc(N=Cc2sc3ccccc3c2Cl)cc1,8.9µM*,27%,-9%,?,-43%,-3%,13µM*,-59%
Clc1ccsc1-c1csc(-c2cccnc2)n1,-9%,14%[38.3 µM],13%,-4.1%,14%[46.1 µM],-4%,-10%,8%
Cc1ccc(OCC(=O)NC(=S)Nc2cccc(NC(=O)c3ccccc3)c2)cc1,-2%,-2%,-7%,3.2%,-3%,4%,2%,-9%
CC(C)N(C(=S)Nc1cc(S(=O)(=O)N2CCOCC2)ccc1Cl)c1ccccc1,-5%,15%,4%,0.0%,21%,4%,-2%,8%
CCc1nnc(NC(=O)c2ccc3c(c2)C(=O)N(CC(C)C)C3=O)s1,-4%,5%,?,-1.0%,1%,3%,19%,6%
CCn1c(SCC(=O)Nc2ccccc2)nnc1C1CCCCC1,3%,1%,-25%,2.4%,5%[46.1 µM],-4%,2%,-10%
O=C1C(C=NCc2ccco2)=C(O)c2ccccc21,i,-6%[38.3 µM],?,-0.8%,-8%[46.1 µM],6%,-3%,1%
O=C(Nc1cccc(NC(=O)c2ccccc2[N+](=O)[O-])n1)c1ccccc1[N+](=O)[O-],-7%,8%[38.3 µM],3%,2.5%,-6%[46.1 µM],0%,-8%,12%
COc1cccc(CNc2ncn[nH]2)c1OCc1ccc(F)cc1,i,7%,.,1.6%,-16%,-3%,0%,11%
CCn1c(-c2sc(-c3ccccc3)nc2C)n[nH]c1=S,i,-1%,5%,2.3%,-22%,-2%,?,14%
COCCNC(=O)C(=O)Nc1cccc(Br)c1,-5%,12%[38.3 µM],-13%,0.0%,-6%[46.1 µM],16%,1%,-12%
CC1=CC(C)C(COC(=O)CN2CCCCC2)C(C)C1 (stereo not given),-2%,.,.,-3.3%,-26%,.,-2%,9%
CN1CCc2nc3sc(C(=O)NCc4ccccc4)c(N)c3cc2C1,-1%,48%[activator],-9%,-3.0%,13µM*,1%,?,14%
O=C(CSc1nnnn1C1CCCCC1)N1CCc2ccccc21,1%,21%[38.3 µM],28%,-1.1%,-20%[46.1 µM],2%,4%,7%
CCCCCCCCCCCCCCCCO,-5%&-5%,0%,.,-0.6%,.,2%[39.9 µM],.,15%
Cn1cccc1C1NC(=O)c2c(sc3c2CCC(C(C)(C)C)C3)N1 (stereo not given),i,5%[38.3 µM],-41%[inhibitor],-6.3%,-6%[46.1 µM],-3%,?,11%
CCc1nc(OCc2ccccc2)c2sc3nc4c(cc3c2n1)COC(C)(C)C4,i,9%[38.3 µM],-76%[inhibitor],-0.8%,-2%[46.1 µM],-3%,-2%,3%
CC1=C(C(=O)Nc2ccccc2C)C(c2ccc(C)o2)N2C(=O)CSC2=N1 (stereo not given),-7%,20%[38.3 µM],-3%,-9.5%,-20%[46.1 µM],5%,-4%,11%
O=C(Nc1nnc(-c2ccco2)s1)C1CCN(S(=O)(=O)c2ccc(Cl)cc2)CC1,8%,-13%[38.3 µM],-15%,4.1%,-13%[46.1 µM],1%,?,40%[activator]
COc1ccccc1C1(O)CCN(CC(=O)Nc2c(C)nn(C)c2C)CC1,i,-1%[38.3 µM],1%,0.0%,6%[46.1 µM],-1%,7%,-3%
Cc1cc[n+]2cc(-c3cccc([N+](=O)[O-])c3)c(-c3cccc([N+](=O)[O-])c3)cc2c1,-17%,14%,-1%,-6.3%,-9%,-7%,-11%,18%
Cc1cc(C)c(C(=O)COC(=O)c2cccc(S(=O)(=O)NCc3ccccc3)c2)cc1C,-13%,12%,-15%,-3.2%,-16%,0%,1%,-22%
